Source: PubChem
RXFP1 ag = agonists of human relaxin receptor RXFP1. Q9HBX9. HEK293T-RXFP1 cAMP TR-FRET, 30 min; response scale: percent of porcine relaxin response, buffer zero. Potency, µM (top dose mostly 57.5 µM), for inactives: at the top dose activation, most hits filed as activators. 370,000 tested, 0.3% active. AID 2676; further: potency means the concentration at half of the fitted maximal effect; on the % scale 0 is the no-effect control and ±100 the full control effect; nearly all actives have a fitted effect of over 60% in size; many of its hits are not listed in these tables
Target sequence (Q9HBX9 whole entry, looked up): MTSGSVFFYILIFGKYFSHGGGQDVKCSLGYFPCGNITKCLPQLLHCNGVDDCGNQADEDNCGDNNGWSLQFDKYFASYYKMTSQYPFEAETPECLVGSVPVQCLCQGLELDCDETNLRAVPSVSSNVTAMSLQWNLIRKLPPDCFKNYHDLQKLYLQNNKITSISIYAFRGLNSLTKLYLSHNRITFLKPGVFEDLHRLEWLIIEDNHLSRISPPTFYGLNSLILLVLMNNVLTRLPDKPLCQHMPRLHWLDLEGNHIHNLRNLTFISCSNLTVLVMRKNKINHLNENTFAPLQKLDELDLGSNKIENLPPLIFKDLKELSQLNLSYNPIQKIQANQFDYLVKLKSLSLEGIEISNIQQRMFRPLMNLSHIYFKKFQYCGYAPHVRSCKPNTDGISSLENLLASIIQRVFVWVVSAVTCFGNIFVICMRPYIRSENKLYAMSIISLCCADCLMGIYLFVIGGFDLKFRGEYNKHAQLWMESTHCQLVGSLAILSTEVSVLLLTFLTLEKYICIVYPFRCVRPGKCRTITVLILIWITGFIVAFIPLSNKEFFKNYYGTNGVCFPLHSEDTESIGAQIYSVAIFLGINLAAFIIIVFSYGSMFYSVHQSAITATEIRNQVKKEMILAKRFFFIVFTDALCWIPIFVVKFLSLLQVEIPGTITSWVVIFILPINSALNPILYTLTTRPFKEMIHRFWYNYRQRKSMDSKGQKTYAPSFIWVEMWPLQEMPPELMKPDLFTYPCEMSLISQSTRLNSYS
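HEK293T cells stably expressing RXFP1 were pretreated with the PDE4 inhibitor Ro 20174, exposed to compounds for 30 min at 37C, lysed, and cAMP was read by TR-FRET. Data normalized to buffer (basal) and 29 nM porcine relaxin (100%).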
D1 antagonist = blocks dopamine activation of the human D1 receptor; activity change, negative = inhibition, % at 10 µM; P21728; 360,000 tested, 3.2% active; HEK293 TREx D1 cells, calcium flux, dopamine EC80; stronger effect = lower value; AID 504652; in the data active means activity change below about -30%; further: on the % scale 0 is the no-effect control and ±100 the full control effect
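Tetracycline-induced HEK293 Trex D1 cells, force-coupled to calcium, dye-loaded; compounds added and read 180 s, then EC80 dopamine added and calcium flux tracked kinetically another 180 s.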
GRP78 ERSR act = ER stress response induction in glioma; Potency, µM, for inactives: at the highest dose activation, usual class: activators; 420,000 tested, 0.02% active; U87-MG GRP78 promoter luciferase reporter, 16 h; further: potency means the concentration at half of the fitted maximal effect; series mostly up to about 76 µM; % of control where 0% means no effect; nearly all actives have a fitted effect of over 35% in size
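Stably transfected U87-MG human glioma cells carrying a GRP78-based luminescent sensor were seeded at 1000 cells/well, pin-dosed with compounds and incubated 16 h. Luciferase reagent was then added, and end-point luminescence was read after 10 min at room temperature.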
LDHA inh = inhibitors of human lactate dehydrogenase A; 480,000 tested, 0.15% active; purified LDHA, NADH/diaphorase-resazurin fluorescence; stronger effect = lower value; AID 1347041; activity change, % (values are at about 110 or 230 µM); P00338; in the data active means activity change below about -30%; inconclusive means mostly about -25% to -30%;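 further: plate controls were DMSO wells for no effect and wells without enzyme for full effect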
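Human LDH5 at 2 nM final in Tris HCl pH 7.4 with 0.06 mM NADH and 0.2 mM pyruvate, reacted 5 minutes at room temperature. Remaining NADH coupled via diaphorase/resazurin; resorufin fluorescence read at 0 and 20 minutes, normalized to enzyme-free and DMSO wells.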
Vif-A3F inh = inhibitors of Vif-A3F interaction; HeLa A3F-eYFP + Vif (tagged APOBEC3F with the HIV-1 protein that degrades it), YFP fluorescence increase; 390,000 tested, 0.2% active; Potency, µM (top dose mostly 46.1 µM), inactives show at the top dose activity, negative = active; AID 602313; further: potency means the concentration at half of the fitted maximal effect; % of control where 0% means no effect; nearly all actives have a fitted effect of over 65% in size
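HeLa cells stably expressing Vif plus C-terminally eYFP-tagged A3F were seeded, incubated overnight at 37 deg C, dosed with compound, incubated overnight again at 37 deg C. Yellow fluorescence (Ex 488/Em 500-530) reported blocked Vif-mediated A3F-eYFP degradation.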
D1 ag = agonists of human D1 dopamine receptor; HEK293 T-REx D1 cells, calcium flux, agonist mode; AID 504660; P21728; 360,000 tested, 1% active; activation, % at 2 µM; in the data active means activation above about 30%; further: 0% is about no effect
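Inducible HEK293 T-REx D1 cells, force-coupled to calcium signalling, were plated at 4000 cells/well with tetracycline and held overnight at 30 C. After no-wash calcium dye loading, compound-evoked calcium rise over 180 s flagged agonists.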
D2 PAM = positively modulates the human D2 dopamine receptor allosterically; potentiation, % at 10 µM; AID 485347; 340,000 tested, 0.34% active; P14416; HEK293 T-REx D2, calcium flux, EC20 dopamine potentiation;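 active means potentiation over 3 SD above the plate norm, cut at about 30% in these data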; further: 0% is about no effect
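Using a no-wash calcium dye in inducible, force-coupled HEK293 Trex cells expressing D2, we tracked fluorescence each second for 180 s after compound, then for 180 s after EC20 dopamine to detect augmented signalling.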
D1 potentiator = enhances dopamine response at the human D1 receptor; P21728; 360,000 tested, 0.036% active; AID 504651; potentiation, % at 10 µM; HEK293 TREx D1 cells, calcium flux, dopamine EC20 potentiation; in the data active means potentiation above about 30%; further: 0% is about no effect
Vif-A3G inh = blocks the Vif interaction with human APOBEC3G; HeLa A3G-eYFP + Vif (tagged APOBEC3G with the HIV-1 protein that degrades it), YFP fluorescence, overnight; 410,000 tested, 0.076% active; Q9HC16; Potency, µM (series often up to 46.1 µM), for the others: at the highest dose activity, negative = active, most hits filed as inhibitors;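 further: potency means the concentration at half of the fitted maximal effect; on the % scale 0 is the no-effect control and ±100 the full control effect; nearly all actives have a fitted effect of over 60% in size; hits raise eYFP signal because A3G escapes Vif-driven loss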
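Read-out is eYFP fluorescence (Ex 488/Em 500-530) from Vif-expressing HeLa A3G-eYFP cells; more signal means A3G escaped Vif-mediated degradation. Cells plated overnight, compound pinned in, incubated overnight at 37 deg C.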
Active calls of the source: *; ? = inconclusive; . = not tested or not shown; & = joins results of further samples. Unless noted, the call rests on the fitted dose curve; in most records, active means well fitted curve in the direction sought with a large enough effect; inconclusive means small, poorly fitted or top-dose-only effect, or another doubt; inactive means no such curve, though single readings can be large; an effect the other way counts as inactive or inconclusive. This is a subset. The share of hits here may be higher or lower than overall.

SMILES	RXFP1 ag	D1 antagonist	GRP78 ERSR act	LDHA inh	Vif-A3F inh	D1 ag	D2 PAM	D1 potentiator	Vif-A3G inh
COc1ccc(NC(=O)c2c[nH]c(=O)n(-c3ccc(C)c(C)c3)c2=O)cc1OC	4.5%	1	0%	3	2%	2	2	-4	-9%
CCCNC(=O)C(Cc1ccccc1)NC(=O)c1ccc(-c2ccccc2)cc1 (centres undefined)	2.3%	.	-2%	1	0%	2	-8	-1	0%
Cc1nn(-c2ccccc2)c(N)c1C(c1ccccc1)c1c(C)nn(-c2ccccc2)c1N	1.2%	2	2%	2	-29%	2	-3	-3	2%
Cc1ccc(NC(=O)CN2CCN(C(=O)c3ccco3)CC2)cc1S(=O)(=O)N(C)C	.	.	-2%	-20	4%	.	.	.	-4%
Cc1ccc(NC(=O)CSc2nnc(C)n2-c2ccccc2)cc1	0.2%	16	-2%	-4	4%	0	-3	4	1%
O=C(CCCN1C(=O)/C(=C/c2ccc3c(c2)OCO3)SC1=S)Nc1cccc(C(=O)O)c1	2.3%	-20	-13%	0	-1%	3	14	-8	3%
CC(=O)N1CCCc2cc(S(=O)(=O)N3CCCC(C(=O)N4CCN(c5ccccc5)CC4)C3)ccc21 (centres undefined)	-1.0%&1.9%	8&-1	-3%&-3%	-1&-3	0%&0%	-1&2	11&9	-1&-5	2%&-4%
CCN(CC)c1ccc(NC(=O)C(Cc2ccccc2)NS(=O)(=O)c2ccc(Br)s2)c(C)c1 (centres undefined)	0.5%	8	-3%	5	-3%	2	7	-1	4%
COC(=O)/C=C1/C(=O)N/C(=N\c2nc(C)cc(C)n2)N1c1ccc(OC)cc1	4.7%	5	-2%	-7	2%	-2	-6	-1	0%
Cc1ccc(S(=O)(=O)n2nc(OC(=O)c3c(-c4ccccc4Cl)noc3C)cc2N)cc1	3.3%	6	9%	-7	-11%	4	7	-2	-6%
CCCCC(CC)CNC(=O)c1[nH]c(C)c(C(C)=O)c1C (centres undefined)	2.4%	0	2%	-6	3%	17	-1	3	2%
Cc1ccc(C(=O)Nc2cccc(S(=O)(=O)N(C)c3ccccc3)c2)o1	1.3%	-24	-5%	-2	-17%	12	4	.	0%
COc1ccc2[nH]c(C)c(CCNC(=S)Nc3ccccc3OC)c2c1	1.6%	-26	-4%	-3	-4%	4	0	-2	1%
O=C(OCCc1cc2ccccc2c(=O)o1)c1ccc2c(c1)OCO2	1.3%	.	2%	0	-1%	4	-7	-4	-6%
Cc1ccccc1S(=O)(=O)Cc1ccc(C(=O)NCCCOC(C)C)o1	0.8%	-3	-3%	-2	-4%	4	1	-3	-2%
CCOC(=O)c1c(C)n(-c2ccc(C)cc2)c2c(C(C(C)=O)C(=O)O)c(Br)c(O)c(O)c12 (centres undefined)	0.0%	13	-13%	28	0%	3	2	-6	-24%
COc1ccc(Nc2cc(=O)n(C3CCCCC3)c(=O)[nH]2)c(OC)c1	-0.5%	12	-7%	5	0%	9	-4	3	-5%
O=c1oc2ccccc2cc1-c1nc(-c2cccc(Cl)c2)cs1	6.6%	-1	-1%	0	-34%	3	8	3	-8%
Cc1ccccc1OCC(=O)N1CCC2(CC1)CC(=O)c1ccccc1O2	0.6%	-4	1%	-8	-10%	0	-2	-5	-8%
O=C(N[C@H]1CCC(=O)N(CCSc2ccc(Br)cc2)CC1)OCc1ccccc1	0.2%	.	-4%&-4%	-3	-2%	5	-16	-2	1%&2%
O=C(O)CSc1nnc(-c2ccc(Cl)cc2)n1-c1ccccc1	0.7%	-8	.	.	.	4	7	3	.
Cc1cccc2c1cnn2C(=O)Nc1ccccc1Cl	3.5%	-5	-4%	-2	18%	1	1	-4	-3%
O=C(Cn1nnc(-c2ccccc2)n1)N1CCN(c2ccc(F)cc2)CC1	1.4%	4	-3%	-5	12%	2	-1	6	0%
Cc1nn(Cc2noc(C(=O)NCc3ccccn3)n2)c(C)c1Br	0.2%	-9	-3%	-1	-4%	1	6	0	-1%
COc1ccc(CCNc2cc(C)nc3c(-c4ccc(Cl)cc4)c(C)nn23)cc1OC	2.8%	-10	-3%	5	4%	1	-4	2	-4%
CCOC(=O)c1c(C)c(C(=O)NCCN2CCOCC2)c(C)n1CC	2.7%	-4	-3%	-2	3%	3	14	1	1%
C[C@H](CO)N1C[C@H](C)[C@@H](CN(C)C(=O)Nc2ccccc2)Oc2ccc(NC(=O)Nc3ccc4c(c3)OCO4)cc2C1=O	.	.	-3%	7	-1%	.	.	.	-2%
COc1ccccc1Nc1nc(Cl)nc(NC(C)(C)C)n1	1.3%	-2	0%	-2	-4%	0	7	-5	0%
COc1ccccc1C(=O)NC(=O)COc1ccc([N+](=O)[O-])cc1	-0.3%	9	-4%	-7	-2%	1	3	-10	0%
CC(=O)N1CCc2cc(Br)cc(S(=O)(=O)CCC(=O)N3CCN(c4ccc(F)cc4)CC3)c21	-1.1%	-8	-1%	-10	-10%	-1	10	-1	3%
CCc1ccc(-c2nc(SCC(=O)NCC3CCCO3)c(-c3ccc(C)cc3)[nH]2)cc1 (centres undefined)	3.0%	-20	-2%	-10	0%	0	-22	-3	0%
C=CCNc1sc(C(=O)c2ccc(Br)s2)c(N)c1C#N	14%	-5	-6%	0	-6%	23	-4	2	0%
Cc1occc1-c1nnc(SCc2nnc(-c3ccc(Cl)cc3)o2)n1C	3.4%	-11	2%	-3	-9%	0	-9	-5	-2%
O=C(Nc1cc(C(F)(F)F)ccc1N1CCCC1)c1cccnc1	1.9%	7	2%	-3	-1%	1	-7	-3	-1%
COc1ccc(C(=O)Nc2nnc(SCC(=O)Nc3ccc(NC(C)=O)cc3)s2)c(OC)c1	23%	-2	-2%	3	1%	3	9	-2	-3%
CCOC(=O)C1=NOC(C(=O)NN(C)c2ncc(C(F)(F)F)cc2Cl)C1 (centres undefined)	1.5%	-5	?	-5	-12%	7	.	-4	0%
CCc1cc(C(=O)Cc2nc3ccccc3[nH]2)c(O)cc1O	0.5%	-10	-7%	5	-7%	2	-7	-2	?
C[C@H]1CN([C@@H](C)CO)S(=O)(=O)c2ccc(Br)cc2O[C@H]1CN(C)S(=O)(=O)c1ccccc1F	.	.	-4%	-3	1%	.	.	.	1%
Cc1cccc(CNC(=O)C2CCC(=O)N(C3CCCC3)C2)c1 (centres undefined)	1.5%	-45*	-4%	-1	13%	1	-8	-1	0%
CC1(C2CC2)NC(=O)N(CC(=O)Nc2ccc(SC(F)F)cc2)C1=O (centres undefined)	.	.	1%	1	5%	.	.	.	-3%

As entered above:
CCOC(=O)C1=NOC(C(=O)NN(C)c2ncc(C(F)(F)F)cc2Cl)C1 (centres undefined) in D1 potentiator = -4
O=C(Nc1cc(C(F)(F)F)ccc1N1CCCC1)c1cccnc1 in D1 ag = 1

The list continues:
SMILES	RXFP1 ag	D1 antagonist	GRP78 ERSR act	LDHA inh	Vif-A3F inh	D1 ag	D2 PAM	D1 potentiator	Vif-A3G inh
O=C(Oc1ccccc1)c1cccnc1Oc1ccccc1	0.1%	13	-5%	-2	-11%	3	-7	0	0%
Cc1nc2ccccc2nc1OCC(=O)N1CCN(c2ccccc2)CC1	-0.8%	0	-5%	-4	4%	0	5	2	-2%
CCN1C(=O)[C@H]2[C@H]3CN=C(SC)N3[C@@](C)(C(=O)OC)[C@H]2C1=O	.	.	0%	-1	-4%	.	.	.	-1%
Cc1ccccc1-c1nc(CS(=O)(=O)CC(=O)NC2CCCC2)c(C)o1	1.8%	-21	-3%	-4	-3%	5	-11	8	-1%
COc1ccc(C2C(=O)N(CCc3ccccc3)CC(=O)N2C2CCCC2)cc1 (centres undefined)	1.5%	-15	-3%	-13	-7%	0	-9	2	1%
COc1ccc(CC(NC(C)=O)C(=O)NC2CCN(C(=O)Nc3ccccc3C)CC2)cc1OC (centres undefined)	1.7%	-3	-1%	-5	2%	5	-5	-4	0%
Nc1nc(=S)[nH]c2c1C1(CCCC1)Cc1ccccc1-2	16%	-21	-7%	1	-11%	0	-4	-13	1%
O=C(CNC(=O)c1cccs1)OCc1c(F)cccc1Cl	0.3%	8	-1%	-13	-6%	5	15	-5	-5%
Cc1ccc(-c2nc(-c3ccccc3)no2)c(Cl)c1	-0.1%	9	-11%	-3	-1%	3	6	1	-5%
Cc1cc(NC(=O)C2CC(=O)N(c3ccccc3)C2)no1 (centres undefined)	0.0%	-11	-7%	-5	-4%	4	3	-1	-3%
Cc1nn(C(=O)c2ccccc2F)c(C)c1S(=O)(=O)N1CCCCCC1	2.0%	-1	-1%	1	-1%	-1	-4	0	-4%
CCCN1CCN(C(=O)Cn2c(-c3cccs3)cc3cc(F)ccc32)CC1	0.6%	1	1%	-1	-1%	-1	-2	-1	-4%
CC(=O)N/C(=C\c1ccccc1)C(=O)OCC(=O)Nc1ccc(C)c(S(=O)(=O)N(C)C)c1	.	.	-3%	-6	-2%	.	.	.	-13%
C[C@H](NC(=O)c1nc[nH]c1C(=O)N[C@@H](Cc1ccccc1)C(=O)OC(C)(C)C)c1ccccc1	-0.3%	9	7%	5	-17%	3	3	3	-18%
O=C(CN1CCN(c2ccccc2)CC1)Nc1ccc(Oc2ccccc2)cc1	1.3%	-12	-3%	3	0%	4	-30	-1	2%
CCN(CC)C(=O)C1=C(C)N(Cc2ccc(OC)cc2)C(=O)C(CC(=O)NCCN2CCOCC2)C1 (centres undefined)	.	.	-3%	6	1%	.	.	.	-4%
COc1cnc(-c2ccccn2)nc1Oc1ccc(F)cc1F	1.8%	-26	5%	1	11µM*	0	4	-4	-1%
Cc1cc(C(=O)NC(=S)Nc2cccc(NC(=O)C(C)C)c2)ccc1[N+](=O)[O-]	0.8%	-26	4%	-7	0%	3	-4	-5	3%
